High-throughput results: PubChem, several laboratories
LYP phosphatase – PTPN22 lymphoid phosphatase activity blockers – biochemical, fluorescence intensity, uHTS (AID 1779); recombinant LYP phosphatase, fluorescence intensity; higher % means a stronger effect; one-dose inhibition, % at 11.5 µM; IC50 in µM for titrated hits; 0.054% of 290,000 active; in the data active = inhibition above about 50%;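 note: plate controls were vehicle with enzyme for no effect and no enzyme for full effect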
GPR55 LPI antagonism – GPR55 antagonists blocking LPI-driven arrestin recruitment, primary screen, imaging, U2OS, beta-arrestin-GFP, LPI agonist (AID 2013). 0.13% of 290,000 active. U2OS GPR55 beta-arrestin-GFP translocation imaging, LPI antagonism; higher % means a stronger effect. inhibition, % at 10 µM, or IC50 in µM where a hit was titrated;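 active = spots per cell inhibited over 60%, with over 100 cells counted and total cytoplasm intensity under 500,000; inconclusive = wells with under 100 cells, flagged as likely toxic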;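 note: U2OS cells stably carrying GPR55 and arrestin-GFP stimulated by 5 µM LPI near EC80; imaged beta-arrestin-GFP aggregate spots per cell after agonist stimulation; plate controls were LPI-stimulated DMSO wells for no effect and DMSO wells without LPI for full effect; some results filed as inactive read as strong as hits; confirmed hits need IC50 under 10 µM and bright autofluorescent wells are also inconclusive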
NTR1 agonist – agonists of NTR1, primary screen, imaging, U2OS cells, beta-arrestin-GFP, high content (AID 493036); NTR1-U2OS beta-arrestin-GFP spot imaging, agonist mode; activation, % at 20 µM; P30989; 0.17% of 330,000 active;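 active = activation at or above 40% of the spot to cytoplasm intensity ratio, with at least 20 cells analyzed; inconclusive = wells under 20 cells, flagged as cytotoxic or low count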;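 note: 0% = DMSO without peptide and 100% = 100 nM NTR1 peptide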
Target sequence (P30989 whole entry, looked up): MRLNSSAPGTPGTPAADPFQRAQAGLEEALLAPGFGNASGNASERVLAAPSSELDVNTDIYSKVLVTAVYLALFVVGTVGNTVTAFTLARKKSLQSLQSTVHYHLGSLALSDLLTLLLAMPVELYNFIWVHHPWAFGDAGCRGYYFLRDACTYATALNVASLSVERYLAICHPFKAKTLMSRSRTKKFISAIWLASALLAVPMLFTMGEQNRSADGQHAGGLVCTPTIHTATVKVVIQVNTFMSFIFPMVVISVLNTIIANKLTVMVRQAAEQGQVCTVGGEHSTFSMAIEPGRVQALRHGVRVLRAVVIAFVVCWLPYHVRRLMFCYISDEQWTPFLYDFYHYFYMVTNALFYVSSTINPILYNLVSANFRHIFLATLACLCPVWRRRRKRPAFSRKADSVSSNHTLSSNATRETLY
GPR35 antagonists – inhibition of zaprinast-stimulated GPR35 beta-arrestin translocation – imaging, U2OS, beta-arrestin-GFP, zaprinast agonist, primary screen (AID 2058). U2OS GPR35 beta-arrestin-GFP translocation imaging, zaprinast antagonism; higher % means a stronger effect. inhibition, % at 10 µM, or IC50 in µM where a hit was titrated. 0.052% of 290,000 active;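 active = inhibition of at least 50% with at least 30 cells and total cytoplasm GFP at most 10,000,000; inconclusive = under 30 cells or total GFP of 10,000,000 plus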
Rac1 GTP hydrolysis – MgcRacGAP GTPase-activating activity inhibitors, confirmation, biochemical, ADP Hunter fluorescence | MgcRacGAP-stimulated Rac1 GTP hydrolysis, ADP Hunter fluorescence; higher % means a stronger effect; GST-tagged Rac1 F28L mutant substrate | inhibition, % at 30 µM; hits with a dose series show IC50 in µM | 0.6% of 340,000 active;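 active = first-screen hits whose inhibition reached a set limit at any dose in the follow-up dose series; inconclusive = inhibition above the set first-screen limit but never retested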;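 note: fluorescence reports GDP produced by GAP-driven GTP hydrolysis; strong numbers were not always called active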
GPR55 beta-arrestin – GPR55 agonists via beta-arrestin recruitment, primary screen, imaging, U2OS cells, beta-arrestin-GFP redistribution (AID 1961); U2OS GPR55 beta-arrestin-GFP redistribution imaging; higher % means a stronger effect; activation, % at 10 µM; hits with a dose series show EC50 in µM; 0.048% of 290,000 active;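 active = activation above 40% with more than 50 cells counted in the well; inconclusive = wells holding fewer than 50 cells, flagged as toxic or sparse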;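 note: U2OS osteosarcoma cells stably expressing GPR55 and beta-arrestin-GFP; plate controls were DMSO negative control for no effect and LPI positive control for full effect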
T cell modulator – modulates CD8 T cell binding to vesicles; 2C CD8+ T cell-vesicle binding, flow cytometry; stronger effect = lower value; calls only at 7 µM; 0.068% of 330,000 active; AID 2052;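 active = response, share of CD8 T cells binding vesicles, and their 90th percentile fluorescence all below set limits, cut at about 80% in these data, passing the limit was not always enough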
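material = purified 2C TCR transgenic mouse naive CD8+ T cells | controls = Unloaded micro-vesicles (low), QL9 vesicles with 0.7% DMSO (high) | detection = cytometric PE anti-B7-1 and Alexa647 anti-CD8 signals after 1% paraformaldehyde fixation | incubation = binding step 1.5 h, 37 °C, antibody labelling 20 min, ice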
Hep lipid drop – hepatic lipid droplet formation modulation | AML12 mouse hepatocytes, oleate lipid droplets, BODIPY imaging | inhibition, % at 6.5 µM | 0.4% of 240,000 active | AID 1656;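 active = lipid droplet intensity inhibited by at least 50%, with more than 500 cells counted; inconclusive = wells with under 300 cells, treated as cytotoxic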
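System: AML12 hepatocytes (mouse). Probe or stimulus: oleic acid at 100 µM to induce lipid droplet formation. Times: overnight treatment with compound plus oleate. Detection: Image-based BODIPY and DAPI two-channel analysis. Evaluation: percent inhibition of filter-corrected integrated lipid droplet intensity per well.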
SV40 large T antigen – TAg ATPase/helicase activity blockers – biochemical (AID 1903) | SV40 large T antigen ATPase/helicase inhibition assay; higher % means a stronger effect | inhibition, % at 20 µM; hits with a dose series show IC50 in µM | 0.39% of 310,000 active; in the data active = a potency from the dose series; inconclusive = inhibition mostly from about 32% at the one dose, without a potency; inactive = the rest, 99 in 100 with inhibition below about 32%; note: strong numbers were not always called active
Hep lipid drop cells 6.5 µM – also measured in Hep lipid drop; calls as there; cell count; measured here: cell count, cytotoxicity flag;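 cells counted across two imaged fields per well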
T cell modulator vesicle-bound % – second read-out of T cell modulator, no call of its own (marks repeat the call); double positive events, %; measured here: CD8+ vesicle-bound cell fraction;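 binding gate set so that unloaded-vesicle control wells show 10% double positive cells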
NTR1 agonist cell count 20 µM – second read-out of NTR1 agonist, no call of its own (marks repeat the call); cell count; measured here: cell count, cytotoxicity flag
* = called active by the depositor; i = inactive; u = inconclusive; x = not tested or not shown.

SMILES | LYP phosphatase | GPR55 LPI antagonism | NTR1 agonist | NTR1 agonist cell count 20 µM | GPR35 antagonists | Rac1 GTP hydrolysis | GPR55 beta-arrestin | T cell modulator | T cell modulator vesicle-bound % | Hep lipid drop | Hep lipid drop cells 6.5 µM | SV40 large T antigen
O=C(CN(CC1CCCO1)C(=O)CNS(=O)(=O)c1ccc(Cl)cc1)NC1CCCCC1 (stereo not given) | -9% | 4% | -0.6 | 59 | 4% | -6% | -0.2% | i | 28 | 4 | 742 | -3%
COc1ccc(C(C)=O)cc1CN1C(=O)C(C)N(c2ccc(C)cc2)C1=O (stereo not given) | -5% | -2% | 17 | 103 | 6% | 8% | -0.2% | i | 32 | x | x | 0%
CN(C)c1ccc(S(=O)(=O)NCC(=O)NCc2ccccc2)cc1[N+](=O)[O-] | -8% | -21% | -1.5 | 98 | 9% | 12% | -0.1% | i | 47 | x | x | 24%
O=C(COC(=O)c1cnccn1)c1ccc([N+](=O)[O-])cc1 | -6% | 10% | -1.2 | 45 | 10% | 9% | -0.1% | i | 53 | 6 | 719 | 32%
c1ccc(OCCCn2nnc(-c3cccnc3)n2)cc1 | -2% | 12% | 2.0 | 56 | -23% | 5% | -0.2% | i | 41 | 0 | 636 | 11%
CN1CCN(C(=O)c2ccc(Cl)cc2)CC1 | -12% | -28% | 0.5 | 60 | -9% | -12% | -0.1% | i | 55 | 3 | 837 | 6%
CCOc1cccc(C(=O)NC(=S)Nc2cccc(NC(=O)c3ccccc3Cl)c2)c1 | 2% | 11% | 2.3 | 43 | -16% | 6% | 0.2% | i | 48 | -13 | 667 | 8%
COc1cc(OC)cc(C(=O)Nc2ccc(NC(=O)c3ccco3)c(Cl)c2)c1 | -8% | 4% | 8.9 | 67 | 0% | 11% | 0.2% | i | 32 | 11 | 743 | -1%
COc1cc(OC)c(NC(=O)Cc2cccs2)cc1Cl | -6% | 1% | 0.8 | 74 | -8% | 7% | -0.1% | i | 48 | -1 | 820 | 4%
O=C(Cc1ccc(Cl)c(Cl)c1)N/N=C/c1cccnc1 | -12% | 11% | 0.5 | 43 | 2% | 1% | 0.3% | i | 8 | -26 | 828 | 9%
C=CCn1c(SCC(=O)Nc2nccs2)nnc1-c1cc2cccc(OC)c2o1 | -10% | -14% | 1.3 | 75 | -5% | 9% | 0.0% | i | 40 | 1 | 724 | -4%
N#Cc1c(F)cccc1N1CCN(Cc2ccc3c(c2)OCO3)CC1 | -7% | 2% | -1.9 | 37 | 16% | 7% | 0.2% | i | 33 | -14 | 812 | 3%
CN1CCN(c2nc3c(c(=O)[nH]c(=O)n3C)n2Cc2ccccc2F)CC1 | -9% | -3% | 0.2 | 64 | 0% | 12% | 0.2% | i | 62 | 4 | 873 | 13%
COc1ccc(CC(C)N2CCN(c3ccccc3)CC2)cc1OC (stereo not given) | -9% | 2% | 0.0 | 49 | -4% | 2% | 0.0% | i | 30 | 4 | 767 | 2%
Nc1nccnc1C(=O)OCC(=O)NNC(=O)c1ccccc1 | -14% | 14% | -1.1 | 58 | -13% | 9% | -0.1% | i | 50 | 1 | 821 | 27%
O=C(NCc1cccnc1)c1ccccc1NS(=O)(=O)c1ccc(F)cc1F | -8% | 1% | -0.2 | 47 | -3% | 8% | 0.2% | i | 64 | -35 | 739 | x
Fc1ccccc1CNC(=S)NCc1ccc(Cl)cc1 | -1% | -3% | 1.0 | 64 | -3% | 9% | 0.2% | i | 4 | 1 | 822 | 10%
O=C1CC[C@@H](CN(Cc2ccccn2)Cc2nc(-c3ccc(C(F)(F)F)cc3)no2)N1 | -2% | 1% | -1.5 | 66 | -9% | 11% | -0.1% | i | 18 | -10 | 768 | 12%
CCn1c2ccccc2c2nnc(SCC(=O)NC3CCS(=O)(=O)C3)nc21 (stereo not given) | -5% | 7% | 0.5 | 40 | -2% | 3% | 0.3% | i | 53 | 16 | 630 | -4%
COc1cc(OC)cc(C(=O)O/N=C(\N)c2ccccn2)c1 | -6% | -12% | 1.0 | 57 | -1% | x | 0.5% | i | 30 | 22 | 666 | 5%
C/C(=N/NC(=O)CNC(=O)COc1cccc(C)c1)c1ccco1 | 1% | 5% | -1.3 | 49 | -5% | 2% | -0.2% | i | 20 | 9 | 737 | 11%
COC(=O)C1CCN(C(=O)c2ccc(OC3CCN(Cc4ccccn4)CC3)cc2)CC1 | -8% | 9% | 1.8 | 59 | -13% | -6% | 0.6% | i | 53 | -2 | 725 | 70%
O=C(NCc1nnc(SCC(=O)N2CCN(c3ccccc3)CC2)o1)c1c(F)cccc1F | -2% | -5% | 0.8 | 60 | 2% | 3% | 0.0% | i | 5 | -2 | 848 | u
Nn1c(SCC(=O)N2CCOCC2)nnc1-c1ccccc1Cl | -3% | -5% | 0.5 | 80 | 7% | 8% | -0.2% | i | 19 | x | x | 0%
CCc1ccc(NC(=O)[C@H](C)NC(=O)C2CCN(C(=O)[C@@H](N)Cc3ccccc3)CC2)cc1 | -2% | 2% | -1.3 | 93 | 2% | 5% | 0.6% | i | 2 | -3 | 844 | 8%
Cc1ccc(Sc2ncccc2O)cc1 | x | x | 0.9 | 39 | x | 4% | x | i | 28 | x | x | 37%
Cc1cccc2cc(CN(Cc3ccco3)S(=O)(=O)c3ccc4c(c3)OCCO4)c(=O)[nH]c12 | 0% | 24% | 2.3 | 88 | -5% | 6% | -0.1% | i | 36 | x | x | 0%
Cc1ccc2ncnc(NCCCN3CCOCC3)c2c1 | 1% | 7% | -0.4 | 45 | -7% | 8% | -0.2% | i | 22 | -2 | 643 | 2%
COc1ccc(-n2nc(C#N)c(Cl)cc2=O)cc1 | -2% | 28% | -0.8 | 82 | 45% | x | 17% | x | x | x | x | 6%
CC1CN(C(=O)c2ccc(NS(=O)(=O)c3ccc(C(C)(C)C)cc3)cc2)CC(C)O1 (stereo not given) | -4% | 5% | 2.9 | 60 | 52% | 7% | 0.7% | x | x | 0 | 818 | x
C/C(=N\Nc1cccc([N+](=O)[O-])c1)c1cc(F)ccc1O | 6% | 8% | 24 | 52 | -5% | 10% | -0.1% | i | 41 | 16 | 759 | 7%
COc1ccc(NC2CCCN(C(=O)c3cccc(C(F)(F)F)c3)C2)cc1OC (stereo not given) | 0% | -14% | -0.2 | 59 | -2% | 19% | -0.1% | i | 23 | 3 | 699 | 44µM*
COC(=O)C1CC(=O)N(c2ccc(C)cc2)C1 (stereo not given) | -7% | -9% | -0.9 | 74 | 15% | 2% | -0.1% | i | 59 | 15 | 684 | 11%
CNCC(=O)N(CC(C)C)c1c(N)n(CC(C)C)c(=O)[nH]c1=O | 2% | -3% | -0.5 | 71 | -4% | -5% | -0.7% | i | 37 | -2 | 637 | 3%
COC(=O)CSc1nc2ccccc2nc1SCC(=O)OC | 1% | -5% | 5.7 | 61 | 5% | 3% | -0.1% | i | 23 | x | x | -1%
CCN1CCN(C(=O)C2c3cc(OC)c(OC)cc3C(=O)N3CCc4ccccc4C23)CC1 (stereo not given) | -3% | -4% | -2.9 | 69 | -7% | 5% | -0.1% | i | 55 | x | x | -10%
Cc1cccc(OCC(=O)NCC(=O)N/N=C/c2cc(Br)ccc2OCc2ccccc2)c1 | 4% | 9% | 0.4 | 56 | 3% | 0% | 0.8% | i | 56 | 6 | 631 | -1%
CCn1c(C)c(C(=O)O)c2cc(OC)c3ccccc3c21 | -4% | 9% | 0.2 | 101 | -7% | 9% | -0.1% | i | 19 | -3 | 810 | 17%
COC(=O)c1cc(Br)c(=O)n(-c2ccccc2OC)c1 | -3% | 23% | 0.5 | 53 | 4% | 13% | -0.2% | i | 44 | x | x | 3%
COC(C(=O)Nc1ccc(S(=O)(=O)Nc2ccc(F)cc2)cc1)c1ccccc1 (stereo not given) | -1% | 7% | -0.4 | 43 | -1% | -3% | -0.3% | x | x | 18 | 597 | 25%
Cc1cc(C)cc(C(=O)NCc2ccc3c(c2)OCO3)c1 | -6% | 10% | -1.0 | 49 | 6% | 5% | -0.1% | i | 53 | -18 | 782 | 8%
Cc1ccc(NC(=O)c2cnccn2)c(C)c1 | -9% | -6% | -1.1 | 60 | 1% | 18% | -0.1% | i | 58 | -1 | 845 | 4%
COc1ccc(N2Cc3ccccc3C2=NC(=O)c2ccc(C)cc2)cc1OC | -3% | 2% | -0.8 | 54 | 5% | 17% | 0.1% | i | 30 | 12 | 705 | 10%
CN1C(=S)N2CCCN2C1c1ccccc1 (stereo not given) | -6% | 18% | -0.3 | 58 | -3% | 4% | 0.8% | i | 58 | 4 | 650 | 16%
O=C(Nc1cccc(-c2nc3ccccc3s2)c1)c1cc(-n2cnnc2)ccc1Cl | 4% | 25% | 9.1 | 44 | 4% | 14% | 0.6% | i | 30 | x | x | 7%
C=CCNC(=S)NS(=O)(=O)c1cccs1 | -8% | 15% | -0.3 | 52 | -4% | 1% | 0.6% | i | 61 | -4 | 673 | 8%
CC(=O)Nc1ccc(Nc2ccc([N+](=O)[O-])cn2)cc1 | -5% | -2% | -0.1 | 54 | -5% | 17% | -0.1% | i | 56 | 6 | 865 | 7%
CCCN1CCN(CCCNC(=O)c2cc3c(=O)n(C)c4ccccc4c3n2C)CC1 | -8% | -7% | x | x | 11% | 11% | -0.1% | i | 63 | x | x | 6%
COC(=O)c1ccc(Cn2nc(C(F)(F)F)cc2C)cc1 | -8% | 1% | 1.6 | 57 | 7% | 7% | 0.0% | i | 17 | x | x | 8%
CC1CCCN(C(C(=O)Nc2ccc(C(C)C)cc2)c2ccc3c(c2)OCO3)C1 (stereo not given) | 1% | 10% | 1.1 | 76 | 6% | 5% | -0.1% | i | 37 | x | x | 10%
